Source: PubChem (several laboratories)
bIAP inh: blocks bovine intestinal alkaline phosphatase activity | purified bovine IAP, CDP-star luminescence, 30 min | inhibition, % at 20 µM | 190,000 tested, under 10 active | AID 1019;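 active = over 50% inhibition of intestinal alkaline phosphatase at 20 µM in the single-dose screen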
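test system = bovine IAP enzyme | medium = DEA buffer 100 mM, pH 9.8, with MgCl2 1.0 mM, ZnCl2 0.02 mM | detection = luminescence | dosing = single compound dose of 20 µM, 2% DMSO final | incubation = 30 min reaction at room temperature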
PPARg SRC-1 ag: agonists of human PPARgamma SRC-1 coactivator recruitment | P37231 | PPARgamma-SRC-1 coactivator recruitment biochemical assay | activation, % at 8 µM | actives 0.41% (n = 200,000) | AID 631; in the data active = activation above about 19%;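 note: 0% = DMSO and 100% = reference agonist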
PPARg SRC2 recr: PPARgamma-driven SRC-2 recruitment agonism; PPARgamma LBD-SRC-2 recruitment, biochemical; AID 1032; activation, % at 8 µM; actives 0.34% (n = 200,000); in the data active = activation above about 22%;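 note: 0% = vehicle and 100% = reference agonist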
PPARg SRC3 recr: agonists of human PPARgamma SRC-3 coactivator recruitment | biochemical PPARgamma/SRC-3 coactivator recruitment assay | activation, % at 8 µM | actives 0.26% (n = 200,000) | AID 731; in the data active = activation above about 23%;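 note: 0% = DMSO and 100% = reference agonist; some compounds past the cut are filed as inactive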
ROMK mod: modulators of human ROMK potassium channel; P48048; B-score at 10 µM; AID 1918; Tet-inducible ROMK, thallium flux fluorescence; actives lie on both sides; actives 2% (n = 130,000);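 active = signal ratio slope over the read window, or its plate-corrected B-score, at least 3 SD from the plate mean, either direction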;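 note: B-score of the F/F0 ratio slope over 7 to 12 s after thallium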
Target sequence (P48048 whole entry, looked up): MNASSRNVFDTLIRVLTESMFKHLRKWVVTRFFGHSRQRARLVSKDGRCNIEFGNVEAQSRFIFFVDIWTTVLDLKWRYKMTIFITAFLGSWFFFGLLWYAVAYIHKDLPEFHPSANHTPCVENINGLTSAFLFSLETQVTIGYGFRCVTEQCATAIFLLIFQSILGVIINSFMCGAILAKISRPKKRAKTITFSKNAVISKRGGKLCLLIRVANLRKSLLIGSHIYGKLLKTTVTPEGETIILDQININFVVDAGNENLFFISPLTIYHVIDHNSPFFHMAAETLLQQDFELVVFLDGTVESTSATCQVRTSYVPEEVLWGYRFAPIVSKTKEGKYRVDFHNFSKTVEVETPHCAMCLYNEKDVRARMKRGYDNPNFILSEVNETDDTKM
Efa HMGR inh: blocks class II HMG-CoA reductase of Enterococcus faecalis | AID 1066 | purified E. faecalis HMGR, NADPH absorbance 340 nm kinetic | actives 0.41% (n = 190,000) | inhibition, % at 10 µM;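 active = inhibition above a set limit, the median over all tested compounds plus 3 SD, cut at about 9.5% in these data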;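 note: enzyme runs in reverse so mevalonate oxidation gives rising NADPH absorbance; 0% = complete reaction with DMSO and 100% = background rate lacking mevalonate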
L major viab: reduces viability of Leishmania major promastigotes; AID 1063; actives 9% (n = 200,000); inhibition, % at 10 µM; resazurin fluorescence viability; in the data active = inhibition above about 50%;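 note: promastigotes grown with compound for 44 hours at 28 °C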
DTT redox prof: compounds producing H2O2 with reducing agent – biochemical, NIH compound library profiling, artefact control for MLSCN library redox annotation, primary screen. actives 0.03% (n = 200,000). activation, % at 10 µM. DTT-dependent redox cycling H2O2, phenol red/HRP absorbance; 100% = 100 µM peroxide control, 0% = buffer. AID 878;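 active = activation of at least 50% relative to the plate's high and low controls in the primary single-dose screen; inactive = activation below 50%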;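 note: compound incubated with DTT at 0.8 mM final as the reducing agent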
RAM inhibit: inhibitors of the yeast RAM network; S. cerevisiae dse1pr::URA3 reporter, 5-FOA growth OD615, 2 d; analog-sensitive cbk1-as2 kinase mutant strain; inhibition, % at 50 µM; actives 1.8% (n = 190,000);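 active = inhibition above a set limit, 3 SD over mean compound inhibition, cut at about 8.4% in these data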;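 note: 0% = DMSO-only wells with no growth and 100% = 10 µM 1-NA-PP1 full growth; inhibition rescues growth on 5-FOA so higher OD means more RAM inhibition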
TR-FRET SRC-2 ct: counter-screen for PPARgamma SRC-2 recruitment agonists: TR-FRET artefact; TR-FRET ratio at 8 µM; AID 1049; active compounds read high; actives 0.4% (n = 200,000); in the data active = TR-FRET ratio above about 2000; note: inactives centre near 1500
S1P3 antag: S1P3 (human) receptor antagonism. CHO S1P3 NFAT-BLA reporter, FRET fluorescence, antagonist mode. Q99500. inhibition, % at 4.98 µM. AID 485. actives 0.27% (n = 170,000);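 active = inhibition above the plate cutoff, the mean inhibition of test wells on that plate plus 3 SD, cut at about 28% in these data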;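 note: cells challenged with S1P at its EC80 of 0.8 µM; blue over green emission ratio from cleaved BLA substrate after 4 h stimulation; 0% = S1P-stimulated wells and 100% = unstimulated DMSO-only wells; some compounds past the cut are filed as inactive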
Target sequence (Q99500 whole entry, looked up): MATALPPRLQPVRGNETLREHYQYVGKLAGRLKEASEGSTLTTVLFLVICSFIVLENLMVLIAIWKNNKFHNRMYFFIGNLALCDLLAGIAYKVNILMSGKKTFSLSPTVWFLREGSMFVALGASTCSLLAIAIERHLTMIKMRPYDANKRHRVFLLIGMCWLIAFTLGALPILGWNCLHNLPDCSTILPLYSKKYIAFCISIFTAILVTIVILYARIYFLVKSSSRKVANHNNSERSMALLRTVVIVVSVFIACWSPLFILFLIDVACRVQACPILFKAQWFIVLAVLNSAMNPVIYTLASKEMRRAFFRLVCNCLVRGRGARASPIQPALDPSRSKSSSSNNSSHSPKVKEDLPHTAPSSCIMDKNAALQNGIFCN
* hit, by the source's call; · = not tested or not shown.

SMILES	bIAP inh	PPARg SRC-1 ag	PPARg SRC2 recr	PPARg SRC3 recr	ROMK mod	Efa HMGR inh	L major viab	DTT redox prof	RAM inhibit	TR-FRET SRC-2 ct	S1P3 antag
S=C(NCC1CCCCC1)Nc1ccc(Oc2ccccc2)cc1	-18	-7	-2	1	·	4	90*	·	15*	1436	1
CC(C)=CCN1CCN(Cc2cccc3nccnc23)CC1CCO (stereo not drawn)	-15	7	3	0	0.17	-7	-2	0.2	-1.2	1499	7
CC1CC(C)(C)NC(=S)N1CCC(=O)Nc1ccc2c(c1)OCCO2 (stereo not drawn)	16	4	-4	-1	0.69	4	3	0.6	-0.5	1483	-14
COC(=O)c1ccc(CO/N=C(\NC(C)=O)c2nonc2NC(C)=O)cc1	2	-3	0	-2	-0.13	-3	-4	-0.1	2.3	1518	17
O=[N+]([O-])C1=CC=C2C(=NC3(CCCCC3)N2O)C1=NCCc1ccccc1	8	0	2	-3	·	-5	75*	0.1	2.0	1579	-13
COc1ccc(CNC(=O)c2ccc(C(C)(C)C)cc2)cc1	2	-6	2	4	·	-2	-3	-0.3	2.0	1461	-9
CCNC(=O)NC(=O)C(C)OC(=O)c1cc(S(=O)(=O)N2CCCCCC2)ccc1OC (stereo not drawn)	1	2	2	3	-0.69	0	2	0.0	1.0	1538	·
O=C(Cn1c(=O)n(Cc2ccccc2)c(=O)c2ccccc21)NCc1ccco1	2	6	0	-5	-0.56	-7	-4	0.1	2.0	1474	·
CC1CCc2c(sc3nc(C4CC4)nc(N4CCN(C(=O)c5ccco5)CC4)c23)C1 (stereo not drawn)	·	5	8	13	-1.9	·	42	-0.5	·	1713	·
CCn1nc(C)c(CNC(=O)Nc2ccccc2C(=O)OC)c1C	0	0	-3	-4	-1.7	-1	-2	-0.4	0.3	1597	-1
COC(=O)c1cccc(C(=O)N2CCC(CO)(Cc3ccccc3Cl)CC2)c1	-2	5	-3	-5	-0.73	-8	25	-1.2	0.5	1494	2
COc1ccc(Oc2coc3c(CN(C)C)c(O)ccc3c2=O)cc1	3	-2	0	12	·	-4	10	2.7	1.6	1536	·
COc1c(C)cccc1C(=O)Nc1cc(Cl)ccc1N1CCOCC1	6	3	0	-3	·	-1	0	-3.1	3.0	1498	29
Cc1csc(NC(=O)Cc2c[nH]c3ccccc23)n1	12	12	-2	8	·	0	7	4.9	1.2	1570	·
Cn1nnc(NC(=O)COc2ccc(C3CCCCC3)cc2)n1	8	2	9	5	·	0	-5	-0.3	-2.3	1588	-6
Cc1ccccc1Nc1cc(C)c2c(O)cccc2n1	17	1	10	4	-1.4	1	75*	2.0	1.1	1594	10
CCOC(=O)c1c(C)n(CC(O)CN(CC)CC)c2cc(Br)c(OC)cc12 (stereo not drawn)	-10	6	5	2	0.12	-1	89*	0.2	0.5	1471	-9
CC(=O)c1cc(-c2ccccc2)n(CCC(=O)NC2CCCCC2)c1C	6	-11	-18	-2	-0.19	-7	83*	0.0	1.0	1534	-2
CCOC(=O)c1ccccc1NC(=O)COc1cc(=O)n(CC)c2ccccc12	-4	4	8	4	·	1	-2	-0.5	8.1	1572	·
CC(C)(C)c1ccc(C(=O)Nc2nnc(Cc3c[nH]c4ccccc34)s2)cc1	26	-7	-4	-2	-0.037	-2	-5	0.0	4.2	1399	-4
COc1ccc(C(=O)Nn2c(SCC(=O)NC3CCCC3)nc3ccccc3c2=O)cc1	1	8	13	1	·	2	-12	0.4	8.0	1715	·
COC(=O)c1c(NC(=O)CN2C(=O)NC(CCc3ccccc3)C2=O)sc2c1CCCCC2 (stereo not drawn)	-6	-5	13	4	·	-4	28	0.3	1.8	1619	11
Cc1cccc(C)c1OCC(O)CN (stereo not drawn)	34	7	0	-6	·	2	7	-0.9	2.8	1616	5
Cc1c(NC(=O)CSc2nnnn2Cc2ccccc2)c(=O)n(-c2ccccc2)n1C	2	3	5	-10	0.014	-3	-9	0.1	1.2	1388	-1
COc1ccc(S(N)(=O)=O)cc1C(N)=O	-3	7	4	-3	0.44	-10	-6	-0.1	2.2	1718	-14
CCN(c1ccccc1)S(=O)(=O)c1ccc(OC)c(NC(=O)CNC)c1	-14	-5	-5	-5	-1.5	-6	7	-0.3	-0.6	1687	-5
COc1ccc(NC(=O)CCSc2ccc(F)cc2)cc1	9	0	0	-1	-0.28	0	7	1.1	-0.2	1394	5
O=C(c1cccs1)N1CCN=C1SCc1ccccc1	5	4	4	4	·	0	7	1.4	-0.1	1494	2
O=C(COc1ccc(F)cc1)N(CC1=CCS(=O)(=O)C1)c1ccccc1	9	-3	0	-7	·	-10	-3	2.2	0.8	1452	·
OCCC1CN(Cc2cccc3nccnc23)CCN1C1CCCC1 (stereo not drawn)	-19	2	7	-1	0.24	-4	3	-1.2	1.5	1625	-2
Cc1cnc(NC(=O)[C@H](C)N2C(=O)C3CCCCC3C2=O)s1 (stereo partly drawn)	7	6	8	1	-0.7	1	-5	-0.1	-0.1	1607	-14
CCOC(=O)/C=C1\NC2(CCCCC2)Cc2cc(OC)c(OC)cc21	·	10	5	-13	0.93	·	3	2.1	·	1613	·
CC(C)(C)CC(C)(C)NCC(O)COc1c(F)cc(Br)cc1F (stereo not drawn)	7	8	-6	4	-3.2*	4	100*	0.2	2.8	1427	·
Cc1cccc(NC(=O)Cn2cnc3sc(C)c(S(=O)(=O)N4CCC(C)CC4)c3c2=O)n1	-2	0	-7	-3	·	1	4	2.4	4.7	1596	·
Cc1cccc(NC(=O)Nc2cc(C)cc(C)n2)c1	-13	7	2	5	-0.21	-2	35	-0.7	0.5	1671	-8
COC(=O)Cc1c(C)c2ccc(OC(=O)c3ccccc3)cc2oc1=O	15	4	10	1	0.56	2	-5	0.3	0.5	1583	·

Entries listed above that bear a hit mark in RAM inhibit:
Compound,bIAP inh,PPARg SRC-1 ag,PPARg SRC2 recr,PPARg SRC3 recr,ROMK mod,Efa HMGR inh,DTT redox prof,RAM inhibit,S1P3 antag
S=C(NCC1CCCCC1)Nc1ccc(Oc2ccccc2)cc1,-18,-7,-2,1,·,4,·,15*,1

(listing goes on)
SMILES	bIAP inh	PPARg SRC-1 ag	PPARg SRC2 recr	PPARg SRC3 recr	ROMK mod	Efa HMGR inh	L major viab	DTT redox prof	RAM inhibit	TR-FRET SRC-2 ct	S1P3 antag
Cc1cc2cc(CNC(=O)CCC(=O)O)ccc2n1C	-11	-7	-2	-5	0.49	-4	-2	-1.9	-2.2	1418	-15
CCOC(=O)C1CCCN(C(=O)c2ccc(CS(=O)(=O)c3ccc(C)cc3)o2)C1 (stereo not drawn)	0	-3	0	8	·	-2	3	-0.5	0.0	1632	-5
O=C(CN1CCN(c2ccc(F)cc2)CC1)c1ccc2c(c1)OCO2	2	5	3	7	·	-9	88*	0.5	-0.5	1708	-7
CC(C)OC(=O)CSc1nnc(-c2ccccn2)n1-c1ccccc1	-2	-2	8	2	·	-4	-2	-1.3	0.5	1485	-39
O=C(CN1CCN(c2ccccn2)CC1)Nc1cccc(C(F)(F)F)c1	-10	1	-1	1	-0.83	-2	-5	-1.5	0.2	1539	·
CC1=NN(c2ccc(C)c(C)c2)C(=O)/C1=C\C=C\c1ccc([N+](=O)[O-])o1	14	0	-7	-5	0.91	2	98*	0.2	3.7	1650	-6
O=C1c2ccsc2SCCN1Cc1ccccc1Cl	31	-2	-3	-2	-0.16	-6	11	0.0	1.1	1334	·
CCN(CC)CC(=O)Nc1c(Br)ccc2c1OCO2	12	6	4	5	0.035	-8	-6	1.2	1.8	1616	8
COC(=O)COc1ccc(Oc2cc(C)nc(SC)n2)nn1	3	-3	5	2	·	0	-9	-6.0	1.9	1568	3
Nc1cccc2c1C(=O)N(Cc1cccc(Cl)c1)C2=O	-2	6	2	0	-1.3	1	0	0.8	1.5	1456	9
CCOC(=O)Nc1ccc2c(c1)nc(CN1CCCCC1)n2C	-6	12	1	0	0.54	5	0	0.3	1.7	1486	13
CC(C)CCn1nnnc1CN1CCN(C(c2ccccc2)c2ccccc2)CC1	-3	0	1	-2	0.73	-6	-12	-1.9	0.5	1732	-6
CC1CCc2c(nc3ncnn3c2NCCN(C)C)C1 (stereo not drawn)	0	-2	-2	0	-1.1	-7	-4	-0.4	0.9	1649	-1
CCOC(=O)/C=C1\SCC(=O)N1CC(O)CN1C(=O)CS/C1=C\C(=O)OCC	1	6	4	0	·	0	3	-0.5	3.0	1746	18
O=C1C2C(C(=O)N1Cc1cccnc1)C1C=CC2C12CC2 (stereo not drawn)	6	10	13	14	·	0	-3	1.0	2.4	1670	-20
O=C(Nc1c(-c2ccccc2)nc2c(Br)cc(Br)cn12)c1ccco1	8	6	3	0	0.37	-1	4	2.4	1.9	1565	6
Cc1cccc(NC(=O)CN2C(=O)NC(Cc3ccccc3)C2=O)c1 (stereo not drawn)	20	-2	-6	1	-0.92	-4	-3	0.0	0.1	1387	·
CCc1ccc(C(=O)OCC(=O)Nc2cccc(S(=O)(=O)NC3=NCCCCC3)c2)cc1	7	-4	0	-2	-1.4	1	43	0.2	0.3	1621	-6
OC1(c2ccccc2)c2ccccc2-c2ncccc21 (stereo not drawn)	8	13	14	2	0.21	3	-2	-1.6	-0.1	1611	-8
O=C(NCc1ccc(Cl)cc1)C1CCN(S(=O)(=O)c2cc([N+](=O)[O-])ccc2Cl)CC1	-8	-3	-3	0	·	-12	80*	0.4	2.7	1449	-7
COc1ccc(-n2c(SCC(=O)Nc3nccs3)nnc2-c2ccccc2)cc1	2	-4	-1	-4	-0.0082	-6	7	0.2	1.1	1275	·
O=c1cc(-c2ccccc2[N+](=O)[O-])oc2ccccc12	10	2	-1	2	2.4*	-5	-4	0.1	0.5	1448	0
Cc1cccc(N(C(=O)Nc2ccc(Cl)cc2)C2=NCC(C)S2)n1 (stereo not drawn)	-4	-2	0	2	0.032	-1	-4	0.0	1.4	1677	4
Cc1cccc(CC(=O)N2CCC(N3CCC(C(=O)N4CCOCC4)CC3)CC2)c1	-4	-5	-3	-3	0.66	0	35	0.7	0.4	1432	-4
O=C(NC1CCN(C(=O)Nc2ccccc2)CC1)C1CCCCC1	5	-1	-4	3	·	-6	-7	1.1	1.9	1549	-39
O=C(NCCCn1ccnc1)C(=O)NC1CCCCC1	3	14	3	5	0.15	-4	-10	-0.9	1.7	1581	3
CCN(CC)S(=O)(=O)c1cc(C)ccc1NC(=S)Nc1cccnc1	23	4	3	0	-0.022	0	-2	-0.2	4.9	1622	12
O=C(NCc1ccc[n+](CCCCS(=O)(=O)[O-])c1)c1ccc(OC(F)F)cc1	-9	14	5	5	1.4	-6	-4	0.5	1.4	1360	-6

A section taken from the entries so far, as a working copy:
SMILES	bIAP inh	PPARg SRC-1 ag	PPARg SRC2 recr	PPARg SRC3 recr	ROMK mod	Efa HMGR inh	L major viab	DTT redox prof	RAM inhibit	TR-FRET SRC-2 ct	S1P3 antag
Cc1cccc(CC(=O)N2CCC(N3CCC(C(=O)N4CCOCC4)CC3)CC2)c1	-4	-5	-3	-3	0.66	0	35	0.7	0.4	1432	-4
O=C(NC1CCN(C(=O)Nc2ccccc2)CC1)C1CCCCC1	5	-1	-4	3	·	-6	-7	1.1	1.9	1549	-39

An unsorted share of the library. About 13% of those tested had a hit in this group.
